FBW7 activator = human FBW7 E3 ligase activation, primary screen; normalized activity (activation), % at 26.1 µM; Q969H0; 650,000 compounds, 0.13% hits; AlphaScreen FBW7–phospho-cyclin E peptide binding, activator screen; in the data active = normalized activity above about 1.9%;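 also: purified mutant Fbw7 with reduced substrate affinity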
TEAD-YAP block = TEAD-YAP interaction inhibition; HEK-TIYL cells, TEAD-Gal4/YAP UAS-luciferase luminescence; inhibition, % at 9.12 µM; 640,000 compounds, 1.4% hits; AID 1259422; in the data active = inhibition above about 32%;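 also: 0% = median of test compound wells and 100% = reference inhibitor wells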
GPR151 activ = human GPR151 activation. Q8TDV0. PathHunter beta-arrestin GPR151 cells, luminescence. activation, % at 11.2 µM. 650,000 compounds, 1% hits. AID 1508602; in the data active = activation above about 4.9%;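 also: 0% = median of compound wells and 100% = cells with positive control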
Target sequence (Q8TDV0 whole entry, looked up): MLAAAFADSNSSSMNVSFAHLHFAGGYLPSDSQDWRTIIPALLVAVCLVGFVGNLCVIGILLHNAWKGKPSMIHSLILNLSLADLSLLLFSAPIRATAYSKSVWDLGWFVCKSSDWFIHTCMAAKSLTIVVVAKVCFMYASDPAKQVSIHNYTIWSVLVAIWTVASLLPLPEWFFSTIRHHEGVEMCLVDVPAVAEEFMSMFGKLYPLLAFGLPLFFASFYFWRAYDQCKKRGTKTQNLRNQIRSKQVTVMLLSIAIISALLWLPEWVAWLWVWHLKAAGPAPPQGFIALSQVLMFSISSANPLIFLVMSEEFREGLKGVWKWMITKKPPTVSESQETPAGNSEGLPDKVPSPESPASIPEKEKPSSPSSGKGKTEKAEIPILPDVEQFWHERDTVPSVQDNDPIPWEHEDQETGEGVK
MITF inh = human MITF inhibition, primary screen; AID 1259374; AlphaScreen MITF homodimerization, bead proximity signal; 650,000 compounds, 0.91% hits; O75030; inhibition, % at 2.6 µM; in the data active = inhibition above about 50%;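 also: 0% = vehicle wells with protein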
Target sequence (O75030 whole entry, looked up): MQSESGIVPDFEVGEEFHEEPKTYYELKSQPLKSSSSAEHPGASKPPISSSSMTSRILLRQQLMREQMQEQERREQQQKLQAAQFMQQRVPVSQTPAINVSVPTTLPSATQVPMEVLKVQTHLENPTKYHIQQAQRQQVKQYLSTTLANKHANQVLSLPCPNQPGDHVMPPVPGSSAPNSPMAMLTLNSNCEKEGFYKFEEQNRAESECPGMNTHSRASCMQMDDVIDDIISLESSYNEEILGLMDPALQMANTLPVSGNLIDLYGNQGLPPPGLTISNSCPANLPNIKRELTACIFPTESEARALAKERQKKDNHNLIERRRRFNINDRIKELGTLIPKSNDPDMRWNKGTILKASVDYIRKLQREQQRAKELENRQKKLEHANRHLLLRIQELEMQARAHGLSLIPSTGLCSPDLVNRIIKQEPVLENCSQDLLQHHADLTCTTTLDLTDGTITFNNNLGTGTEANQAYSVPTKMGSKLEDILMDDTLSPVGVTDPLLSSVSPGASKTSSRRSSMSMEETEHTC
Active calls of the source: *.

A first look:
Short forms: A = FBW7 activator; B = TEAD-YAP block; C = GPR151 activ; D = MITF inh
O=C1CCc2ccc(OCC(=O)N3CCN(c4ccc(F)cc4)CC3)cc21
  A = 0.4	B = 1.9	C = 1.0	D = 18.6
Fc1ccc(CNc2c3c(nc4ncnn24)CCC3)cc1
  A = 0.7	B = 0.5	C = -1.0	D = 3.8
COc1ccc(S(=O)(=O)N2CCCOC2CNC(=O)C(=O)NCCC(C)C)cc1 (stereo unspecified)
  A = 0.0	B = 5.2	C = 0.2	D = 5.3
Cc1cnc(-c2cccnc2)nc1C1CCCN(C(=O)Cn2c(=O)oc3ccccc32)C1 (stereo unspecified)
  A = 0.2	B = 2.1	C = 1.2	D = 11.4
c1cc(CN2CCc3nnc(C4CCCO4)n3CC2)n(-c2nccs2)c1 (stereo unspecified)
  A = 0.1	B = 8.6	C = -1.1	D = 21.1

The whole of this part (from the top)
Short forms: A = FBW7 activator; B = TEAD-YAP block; C = GPR151 activ; D = MITF inh
O=C1CCc2ccc(OCC(=O)N3CCN(c4ccc(F)cc4)CC3)cc21
  A = 0.4	B = 1.9	C = 1.0	D = 18.6
Fc1ccc(CNc2c3c(nc4ncnn24)CCC3)cc1
  A = 0.7	B = 0.5	C = -1.0	D = 3.8
COc1ccc(S(=O)(=O)N2CCCOC2CNC(=O)C(=O)NCCC(C)C)cc1 (stereo unspecified)
  A = 0.0	B = 5.2	C = 0.2	D = 5.3
Cc1cnc(-c2cccnc2)nc1C1CCCN(C(=O)Cn2c(=O)oc3ccccc32)C1 (stereo unspecified)
  A = 0.2	B = 2.1	C = 1.2	D = 11.4
c1cc(CN2CCc3nnc(C4CCCO4)n3CC2)n(-c2nccs2)c1 (stereo unspecified)
  A = 0.1	B = 8.6	C = -1.1	D = 21.1
COc1ccc(C)c2sc(=NC(=O)CN3C(=O)CCC3=O)n(C)c12
  A = 0.0	B = 3.5	C = -2.0	D = 9.2
CC(C)C(=O)NS(=O)(=O)c1ccc(N)cc1
  A = 0.0	B = 2.6	C = 0.4	D = -7.2
COc1cccc(C(=O)NC(=S)Nc2cccc(-c3nc4ncccc4o3)c2C)c1
  A = 0.0	B = 1.3	C = -0.2	D = 18.1
COc1ccc(OCC(=O)N/N=C/c2c(O)ccc3ccccc23)c(Br)c1
  A = 0.0	B = -1.8	C = 0.4	D = 11.0
C=CCOc1ccc(/C=N/NC(=O)CSCc2ccc([N+](=O)[O-])cc2)cc1OC
  A = 0.1	B = -4.2	C = -0.6	D = -0.3
CCOC(=O)c1sc(NC(=O)c2ccc(Cl)cc2)c(C(=O)OCC)c1C
  A = -0.1	B = -8.8	C = 1.2	D = -7.4
Cc1cc(Cl)nc(Cl)c1C#N
  A = 0.0	B = -0.9	C = 0.9	D = 9.2
Cc1ccccc1NS(=O)(=O)c1ccc(NS(=O)(=O)c2ccc(F)cc2)cc1
  A = -0.1	B = -1.8	C = 0.9	D = -8.6
Cc1ccccc1OCCOc1ccc(/C=C2/C(=N)N3N=C(C(C)C)SC3=NC2=O)cc1
  A = 0.2	B = -12.9	C = 0.6	D = 1.2
COc1ccc(C2CC(=O)c3c([nH]c(C(=O)OCCOC(C)C)c3C)C2)cc1 (stereo unspecified)
  A = 0.0	B = 3.2	C = 0.6	D = 9.7
CCOc1ccc(-n2c(=O)c3sccc3n(CC(=O)NC3CCCCC3)c2=O)cc1
  A = 0.2	B = -17.3	C = 0.4	D = -17.9
S=C(NCc1ccco1)Nc1ccccn1
  A = 0.1	B = 2.2	C = 0.2	D = 25.2
Cc1ccc(O)c(NC(=O)CCCn2nc([N+](=O)[O-])c(Cl)c2C)c1
  A = 0.7	B = -9.5	C = 1.3	D = 23.9
CC1CCN(C(=O)CSc2nc3ccccc3n2CC(=O)NC(C)C)CC1
  A = -0.1	B = 0.8	C = 1.6	D = -7.5
N#Cc1cccc(NC(=O)CSc2nnc(-c3ccccc3N)c(=O)[nH]2)c1
  A = 0.0	B = -3.1	C = 0.8	D = -11.6
COc1ccc(-c2nc(NCCO)c3ncn(-c4ccsc4)c3n2)cc1
  A = 0.1	B = 61.5*	C = 1.0	D = 3.1
O=c1c2nnn(-c3cccc(F)c3)c2ncn1C/C=C/c1ccccc1
  A = 1.1	B = 5.7	C = 2.4	D = 7.6
Cc1ccccc1-c1nc(-c2cccc([N+](=O)[O-])c2)no1
  A = 0.0	B = -29.6	C = -0.8	D = -12.9
O=C(NC1CCCCC1)C(c1ccncc1)N(C(=O)c1csnn1)C1CC1 (stereo unspecified)
  A = -0.1	B = 4.8	C = 0.2	D = 5.6
O=C(Nc1ccc2c(c1)CN(S(=O)(=O)N1CCCCC1)CC2)c1ccccn1
  A = 0.1	B = -42.5	C = 0.3	D = -12.6
CCN1CCN(C(=O)c2cccc(C(F)(F)F)c2)C(C(=O)N(CC)CC)C1 (stereo unspecified)
  A = -0.1	B = -3.3	C = -0.5	D = -0.6
Cc1nc(S(=O)(=O)c2ccc(Cl)cc2)c(NCc2ccccc2)o1
  A = -0.1	B = 10.9	C = 1.0	D = 2.1
CCCCN(C)CCN1C(=O)C2C(C(=O)Nc3cc(Cl)cc(Cl)c3)C3C=CC2(O3)C1C(=O)NC1CCCCC1 (stereo unspecified)
  A = 0.2	B = -4.3	C = 0.6	D = 4.7
Cn1c(NCc2ccccc2)nc2c1c(=O)n(Cc1ccccc1)c(=O)n2C
  A = 0.2	B = -4.2	C = -0.7	D = 7.5
CCOC(CCn1c(SCC(=O)NCCOC)nc2ccccc2c1=O)OCC
  A = 1.7	B = -13.9	C = 2.6	D = 10.2
Cc1cc(=O)[nH]c(N/N=C/c2ccccc2I)n1
  A = 0.2	B = 9.9	C = 1.1	D = 7.1
Cc1cc(NC(=O)CSc2nc3c(C)cccc3cc2C#N)no1
  A = 1.2	B = -1.2	C = 0.0	D = 11.8
CC(=O)N(C(C)=O)c1ccc(Cc2ccc(N(C(C)=O)C(C)=O)cc2)cc1
  A = 0.0	B = 7.3	C = -1.1	D = 22.6
CC(=O)Nc1cc2c(C)cc(=O)oc2c2c(Nc3ccc(Cl)cc3)coc12
  A = 0.0	B = -0.3	C = -0.9	D = 21.1
Cc1nc2ccc(S(=O)(=O)NC(CC(C)C)C(=O)NC(C)c3ccccc3)cc2s1 (stereo unspecified)
  A = 0.1	B = 1.4	C = -0.2	D = 2.8
CCOC(=O)C(=O)NCC(c1ccco1)S(=O)(=O)c1cccs1 (stereo unspecified)
  A = -0.3	B = -1.0	C = -0.8	D = -8.0
O=C(NCCCn1ccnc1)/C(=C/c1ccc[nH]1)NC(=O)c1ccco1
  A = -0.1	B = -4.3	C = -0.9	D = 14.8
CN(c1ccc(C(N)=O)cc1)S(=O)(=O)c1ccc(Cl)cc1
  A = -0.1	B = 12.3	C = 0.7	D = 5.7
O=C(Nc1nnc(-c2ccccc2)o1)C1COc2ccccc2O1 (stereo unspecified)
  A = -0.2	B = -1.6	C = 1.2	D = -3.0
CCSc1nc2ccccc2n1Cc1ccccc1F
  A = -0.4	B = -30.4	C = 0.9	D = -1.9
O=C(NC1CCCC1)C(c1ccco1)N(Cc1cccs1)C(=O)c1ccco1 (stereo unspecified)
  A = 0.1	B = -5.4	C = 1.3	D = 8.4
O=[N+]([O-])c1ccc(C2Nc3c(O)ccc(Br)c3C3C=CCC32)cc1 (stereo unspecified)
  A = 0.0	B = 1.8	C = -0.7	D = 9.3
CC1=C(C(=O)OC2CCCCC2)C(c2cc([N+](=O)[O-])ccc2Cl)CC(=O)N1 (stereo unspecified)
  A = 0.0	B = -11.2	C = 0.8	D = -4.0
CCOC(=O)C1CCCN(C(CC)C(=O)N2CCCc3c2c(=O)oc2ccc(O)cc32)C1 (stereo unspecified)
  A = 0.0	B = -3.1	C = 1.8	D = -8.4
Cc1ccc(-n2ncc3c(-n4nc(C)cc4NC(=O)Cc4cccs4)ncnc32)c(C)c1
  A = 0.1	B = 2.5	C = -1.2	D = 10.1
CCCN(CCC)C(=O)CSc1nc2ccccc2c(=O)n1CCCC(=O)N1CCN(c2ccccc2)CC1
  A = 0.0	B = -0.6	C = 0.6	D = -9.7
CCC(C)C(=O)N1CCCC(c2nc(-c3cccc(OC)c3)no2)C1 (stereo unspecified)
  A = -0.1	B = 61.4*	C = -1.5	D = -4.3
Cc1nc(N(C)c2ccc(C(C)C)cc2)c2c(C)c(C(=O)Nc3ccccc3F)sc2n1
  A = 0.2	B = -3.8	C = -0.7	D = -16.8
COc1cc(/C=C2/NC(=S)NC2=O)ccc1OC(C)C
  A = -0.1	B = -5.8	C = 0.4	D = -0.1
Cc1cc(Cl)ccc1NC(=S)N1CCN(C)CC1
  A = 0.1	B = 14.1	C = -0.3	D = 8.4

The closing two records of the section before lead into the next.
Short forms: A = FBW7 activator; B = TEAD-YAP block; C = GPR151 activ; D = MITF inh
COc1cc(/C=C2/NC(=S)NC2=O)ccc1OC(C)C
  A = -0.1	B = -5.8	C = 0.4	D = -0.1
Cc1cc(Cl)ccc1NC(=S)N1CCN(C)CC1
  A = 0.1	B = 14.1	C = -0.3	D = 8.4
CC(C)(C)NC(=O)Cc1coc2ccc3ccccc3c12
  A = -0.1	B = -7.4	C = 5.9*	D = -3.1
COc1ccc(Cc2nnc(-c3ccc(F)cc3)o2)cc1OC
  A = 0.4	B = -2.2	C = -0.5	D = 19.5
COCCNCCCOc1cc(C)ccc1C(C)(C)C
  A = 0.0	B = -0.8	C = -1.1	D = 24.0
O=C1C2C3C=CC(C4CC34)C2C(=O)N1/N=C/c1ccc(-c2ccccc2[N+](=O)[O-])o1 (stereo unspecified)
  A = 0.1	B = 6.7	C = 0.1	D = -0.8
COC(=O)c1sc2nc(C)nc(SCC(=O)Nc3sccc3C(N)=O)c2c1C
  A = 0.4	B = 20.5	C = -1.6	D = 6.6
FC(F)(F)c1ccccc1/C=N/Nc1nn[nH]n1
  A = 0.0	B = -6.2	C = 0.6	D = -1.9
Cc1ccc(-c2csc(C3C(=N)N4CCSC4=C(C#N)C34CCCCC4)n2)cc1 (stereo unspecified)
  A = -0.1	B = -4.2	C = -1.2	D = -12.4
CCCOC(=O)c1ccc(NC(=O)Cc2cccs2)cc1
  A = 0.1	B = -45.2	C = -1.7	D = -8.7
CCC(=O)Oc1ccc(/C=C2\C(=O)N(c3cccc(Br)c3)N=C2C)cc1OC
  A = -0.4	B = 6.6	C = 0.5	D = 3.9
CCC(C(=O)N1CCc2c(nc(N3CCOCC3)[nH]c2=O)C1)c1ccccc1 (stereo unspecified)
  A = -0.1	B = -7.3	C = -0.7	D = -1.0
O=C(NCCCN1CCCC1=O)c1cc(NCc2ccc3c(c2)OCO3)nc2ccccc12
  A = 0.0	B = 9.6	C = -4.0	D = 22.3
O=C(Nc1cccc2cccnc12)c1sc2cc(Cl)ccc2c1Cl
  A = 0.0	B = 1.2	C = -1.1	D = 2.4
O=C(NCCCn1ccnc1)C(Cl)Cl
  A = 0.2	B = 11.3	C = 0.2	D = 10.1
COCC(=O)Nc1c(C)nc2cnc(-c3ccc(N4CCOCC4)cc3)cn12
  A = 0.0	B = 8.7	C = -0.3	D = 3.9
CCC(=O)N1c2ccc(S(=O)(=O)CCC(=O)Nc3ccc(C(C)C)cc3)cc2CC1C (stereo unspecified)
  A = 0.0	B = 25.0	C = 1.4	D = -5.6
CCc1ccc(NC(=O)CSc2nc3n[nH]c(C)c3c(=N)n2-c2cccc(C)c2)cc1
  A = 0.0	B = 0.2	C = 0.0	D = -3.5
O=S(=O)(NCc1nc(-c2ccncc2)nn1S(=O)(=O)c1ccc(C(F)(F)F)cc1)c1ccc(C(F)(F)F)cc1
  A = 0.2	B = -4.5	C = -0.2	D = 15.8
CC1(C)Cc2nc3[nH]c(=S)n(-c4ccccc4)c(=O)c3cc2CO1
  A = 0.0	B = 9.1	C = -1.3	D = -2.6
CN1CCCc2cc(C(CNC(=O)Nc3cccs3)N3CCCC3)ccc21 (stereo unspecified)
  A = -0.3	B = 1.7	C = 0.1	D = 8.9
CC1(C)CC2CC(C)(CN2CC(O)COCc2ccccc2F)C1 (stereo unspecified)
  A = 0.8	B = 9.5	C = 0.2	D = 11.2
Cc1cc(-n2c(C)ccc2C)ccc1N
  A = -0.1	B = 17.6	C = -1.2	D = 6.3
Fc1ccc(NC(=S)Nc2cccnc2)cc1
  A = -0.3	B = -9.1	C = 1.9	D = 4.3
COCCCNC(=O)Cc1cccc2ccccc12
  A = 0.1	B = -7.7	C = -0.7	D = -10.5
